High-throughput results from PubChem BioAssay.
QS inhibitor: S. aureus quorum sensing inhibitors, primary screen, RNAIII-GFP reporter, flow cytometry; S. aureus RN6390 RNAIII-GFP reporter, AIP-induced, flow cytometry 3 h; inhibition, % at 2 µM; 24,000 compounds, 0.3% hits;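 active means share of bacteria positive for the green fluorescent reporter and its mean brightness both inhibited by 50% or more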;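 further: 0% = AIP-stimulated control and 100% = unstimulated bacteria without AIP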
QS inhibitor GFP MFI %: also measured in QS inhibitor; calls as there; inhibition, %; measured here: inhibition of GFP MFI
* hit, by the source's call. An excerpt. The share of hits here may be higher or lower than overall.

Screening N#Cc1ccccc1Cn1c(=O)n(-c2ccc(CC(=O)NCc3ccco3)cc2)c(=O)c2sccc21 returned QS inhibitor 2 and QS inhibitor GFP MFI % 24.
For FC(F)(F)c1nc(N2CCN(c3ccccc3)CC2)nc2c1CCCCC2 the results were QS inhibitor 0 and QS inhibitor GFP MFI % 4.
CC1CC(C)CN(C(=O)CSc2nnc(-c3ccc(Cl)s3)o2)C1 (stereo unspecified) was read as QS inhibitor 3 and QS inhibitor GFP MFI % 11.
Screening CCc1ccccc1NC(=O)C(C#N)Cc1cccnc1 (stereo unspecified) returned QS inhibitor 0 and QS inhibitor GFP MFI % 0.
Screening COc1ccc(C2C(=O)N(C3CCCCC3)CC(=O)N2Cc2ccco2)cc1 (stereo unspecified) returned QS inhibitor -1 and QS inhibitor GFP MFI % 0.
Screening CC(C)NC(=O)c1cc(-c2ccc(Br)cc2)on1 returned QS inhibitor -5 and QS inhibitor GFP MFI % -11.
Screening CC(=O)N1CN(CCCn2ccnc2)Cc2c1sc1c2CCCC1 returned QS inhibitor 8 and QS inhibitor GFP MFI % 0.
For CCC(COC(=O)Nc1cccc(C)c1)NC(=O)OCC(C)C (stereo unspecified) the results were QS inhibitor 0 and QS inhibitor GFP MFI % 11.
Screening CCC(CC)C(=O)NCc1ccc2c(c1)cc(C)n2C returned QS inhibitor -5 and QS inhibitor GFP MFI % -17.
`O=C1[C@@H]2C(c3ccccc3Cl)=NO[C@@H]2C(=O)N1Cc1ccccc1` gave QS inhibitor -9 and QS inhibitor GFP MFI % -24.
COc1ccc(CCNS(=O)(=O)c2ccc3c(c2)CC(C)N3C(C)=O)cc1OC (stereo unspecified) was read as QS inhibitor -5 and QS inhibitor GFP MFI % -5.
For COc1cc(OC)c(C2C(C#N)=C(N)OC3=C2C(=O)CC(C)(C)C3)cc1OC (stereo unspecified) the results were QS inhibitor -6 and QS inhibitor GFP MFI % -8.
For COc1cc(/C=N/n2c(C)nnc2C)cc(OC)c1OC the results were QS inhibitor 0 and QS inhibitor GFP MFI % 6.
For COc1ccccc1CNC(=O)CCNC(=O)Cn1cnc2ccccc2c1=O the results were QS inhibitor -5 and QS inhibitor GFP MFI % -20.
Screening CCCCCCn1c(CN2CCCC(C)C2)nc2c1c(=O)n(C)c(=O)n2C (stereo unspecified) returned QS inhibitor 0 and QS inhibitor GFP MFI % 18.
CC(C)CNC(=O)c1c(N)n(/N=C/c2ccccn2)c2nc3ccccc3nc12 was read as QS inhibitor 0 and QS inhibitor GFP MFI % 11.
For Cc1ccccc1N=C1NC(=O)CS1 the results were QS inhibitor -2 and QS inhibitor GFP MFI % -2.
`COc1cc2c(cc1OC)C(c1cc(OC)c(OC)c(OC)c1)NCC2` (stereo unspecified) gave QS inhibitor 1 and QS inhibitor GFP MFI % 14.
Screening Cn1cccc1Cc1nnc(SCC(=O)N2CCN(c3ccccc3)CC2)n1-c1ccc(F)cc1 returned QS inhibitor -8 and QS inhibitor GFP MFI % -9.
Cc1ccc(-c2nnc(SCC(=O)Nc3ccc4c(c3)OCCO4)n2N)cc1 was read as QS inhibitor -4 and QS inhibitor GFP MFI % -6.

Brought forward from above: 7 compounds, followed by the next part.
For COc1ccccc1CNC(=O)CCNC(=O)Cn1cnc2ccccc2c1=O the results were QS inhibitor -5 and QS inhibitor GFP MFI % -20.
Screening CCCCCCn1c(CN2CCCC(C)C2)nc2c1c(=O)n(C)c(=O)n2C (stereo unspecified) returned QS inhibitor 0 and QS inhibitor GFP MFI % 18.
CC(C)CNC(=O)c1c(N)n(/N=C/c2ccccn2)c2nc3ccccc3nc12 was read as QS inhibitor 0 and QS inhibitor GFP MFI % 11.
For Cc1ccccc1N=C1NC(=O)CS1 the results were QS inhibitor -2 and QS inhibitor GFP MFI % -2.
`COc1cc2c(cc1OC)C(c1cc(OC)c(OC)c(OC)c1)NCC2` (stereo unspecified) gave QS inhibitor 1 and QS inhibitor GFP MFI % 14.
Screening Cn1cccc1Cc1nnc(SCC(=O)N2CCN(c3ccccc3)CC2)n1-c1ccc(F)cc1 returned QS inhibitor -8 and QS inhibitor GFP MFI % -9.
Cc1ccc(-c2nnc(SCC(=O)Nc3ccc4c(c3)OCCO4)n2N)cc1 was read as QS inhibitor -4 and QS inhibitor GFP MFI % -6.
For CC(=O)c1cccc(NC(=O)N2CCCC2C(=O)NCc2ccc(C)cc2)c1 (stereo unspecified) the results were QS inhibitor 0 and QS inhibitor GFP MFI % -23.
`Oc1ccccc1-c1nnc(COc2ccc(Cl)cc2Cl)o1` gave QS inhibitor -1 and QS inhibitor GFP MFI % -6.
O=C(Nc1cccnc1)c1cnc2ccccc2n1 was read as QS inhibitor -1 and QS inhibitor GFP MFI % 22.
For Cc1cccc2cc(=O)[nH]c(C)c12 the results were QS inhibitor 0 and QS inhibitor GFP MFI % 7.
For CCOC(=O)c1nnc(-c2ccccc2)o1 the results were QS inhibitor 2 and QS inhibitor GFP MFI % 6.
For CC(=O)N1CCc2cc(S(=O)(=O)NCCC(=O)N3CCN(Cc4ccccc4)CC3)ccc21 the results were QS inhibitor 3 and QS inhibitor GFP MFI % 13.
For O=C(NCCN1CCCCC1)c1ccc(=O)oc1 the results were QS inhibitor 0 and QS inhibitor GFP MFI % 17.
`O=C(NCCc1ccccc1)C1CCN(S(=O)(=O)N2CCC3(CC2)OCCO3)CC1` gave QS inhibitor 1 and QS inhibitor GFP MFI % -3.
O=C(Cn1c(=O)oc2cc(S(=O)(=O)N3CCCCCC3)ccc21)NC1CCCCCCC1 was read as QS inhibitor -5 and QS inhibitor GFP MFI % -9.
Cc1cc(NC(=O)CSc2nc3ccsc3c(=O)n2NC(=O)c2ccccc2)no1 was read as QS inhibitor 0 and QS inhibitor GFP MFI % 3.
Screening CCN(CC)C(=O)CSc1nnc([C@@H](N)Cc2ccccc2)o1 returned QS inhibitor 2 and QS inhibitor GFP MFI % 8.
For Cc1cccc(N(C)S(=O)(=O)c2ccc3c(c2)CCC(=O)N3)c1 the results were QS inhibitor -2 and QS inhibitor GFP MFI % -9.
For CCC(CC)c1nc(NCCC(=O)O)c2ccccc2n1 the results were QS inhibitor 6 and QS inhibitor GFP MFI % 14.
COc1ccccc1N1CCN(c2cc(=O)n(-c3ccccc3Cl)c(=O)[nH]2)CC1 was read as QS inhibitor -11 and QS inhibitor GFP MFI % -34.
CC1CCCCN1CCNC(=O)C1CCN(S(=O)(=O)N2CCCCC2)CC1 (stereo unspecified) was read as QS inhibitor -1 and QS inhibitor GFP MFI % -30.
CC(=O)Nc1ccc(S(=O)(=O)NC(CC(=O)NCCC2=CCCCC2)C(C)C)cc1 (stereo unspecified) was read as QS inhibitor 1 and QS inhibitor GFP MFI % 3.
For CCC(=O)N(Cc1cc2c(C)ccc(C)c2[nH]c1=O)C1CCCCC1 the results were QS inhibitor 1 and QS inhibitor GFP MFI % 6.
C/C(=N\O)C(C)/[N+]([O-])=C/c1nc(C)c(C)n1O (stereo unspecified) was read as QS inhibitor -1 and QS inhibitor GFP MFI % 0.
Screening Cc1ccc(C)c(-n2c(Cc3cc(=O)[nH]c(=O)[nH]3)nnc2SC(C)C)c1 returned QS inhibitor -7 and QS inhibitor GFP MFI % -30.
For CCOc1ccc(CCNC(=O)C2CCCN(c3nnc(-n4cccc4)s3)C2)cc1OCC (stereo unspecified) the results were QS inhibitor -6 and QS inhibitor GFP MFI % -29.
Screening Cc1ccccc1-c1nc(CN2CCC(C(=O)NCC3CCCO3)CC2)c(C)o1 (stereo unspecified) returned QS inhibitor 3 and QS inhibitor GFP MFI % 8.
For CN(Cc1ccccc1)c1nnc(N)s1 the results were QS inhibitor 1 and QS inhibitor GFP MFI % 5.
Screening CCN1CCN(c2nc(-c3cccnc3)nc3ccccc23)CC1 returned QS inhibitor -6 and QS inhibitor GFP MFI % 1.
Cc1cccc(N2C(=O)CC(Sc3nc(C)c4c(n3)CCCC4)C2=O)c1 (stereo unspecified) was read as QS inhibitor 0 and QS inhibitor GFP MFI % -2.
Cc1ccc(C(=O)CSc2nnc(-c3cccs3)n2C)o1 was read as QS inhibitor -6 and QS inhibitor GFP MFI % -41.
Screening Cc1cc(-c2ccccc2)n2ncc(C#N)c2n1 returned QS inhibitor -2 and QS inhibitor GFP MFI % -7.
Cc1ccc(C(=O)OCC(=O)Nc2sc3c(c2C#N)CCCC3)cc1NC(=O)c1ccco1 was read as QS inhibitor 0 and QS inhibitor GFP MFI % -31.
Screening Cc1ccc(S(=O)(=O)N2CCOCC2)cc1C(=O)Nc1ccc(-c2cn3ccsc3n2)cc1 returned QS inhibitor 4 and QS inhibitor GFP MFI % 1.
Cc1cc(S(=O)(=O)N2CCN(c3ccccc3C)CC2)ccc1F was read as QS inhibitor 2 and QS inhibitor GFP MFI % 13.
For COc1ccc(-c2c(=O)n(OCc3ccccn3)c3ccccc3[n+]2[O-])cc1OC the results were QS inhibitor 4 and QS inhibitor GFP MFI % 19.
O=S(=O)(c1ccc(-c2csc(-c3cccnc3)n2)cc1)N1CCCCC1 was read as QS inhibitor 10 and QS inhibitor GFP MFI % 26.
For Cc1ccc2oc(=O)c3cnn(CC(=O)NCCN4CCOCC4)c3c2c1 the results were QS inhibitor 14 and QS inhibitor GFP MFI % 26.
For CCOC(=O)C1=C(C)N=C2SC(CC)C(=O)N2C1c1ccc(OC(C)=O)c(OCC)c1 (stereo unspecified) the results were QS inhibitor 16 and QS inhibitor GFP MFI % 76.
For COCCCNC(=O)Cn1ncc2c(=O)oc3ccccc3c21 the results were QS inhibitor -2 and QS inhibitor GFP MFI % -2.
For COc1cc(CN2CCN(C(=O)CC(C)C)CC2)cc(OC)c1O the results were QS inhibitor 0 and QS inhibitor GFP MFI % 2.
Screening CCOC(=O)CSc1nnnn1-c1cc(OC)c(Cl)cc1OC returned QS inhibitor -5 and QS inhibitor GFP MFI % -18.
Screening Cc1noc(C)c1C(=O)OCC(=O)Nc1ccccc1C(=O)NC(C)c1ccccc1 (stereo unspecified) returned QS inhibitor 3 and QS inhibitor GFP MFI % 22.
Cn1c(=O)c2c(nc(NCCc3ccccc3)n2CC(=O)NCCc2ccccc2)n(C)c1=O was read as QS inhibitor 0 and QS inhibitor GFP MFI % 1.
`CC1CCCN(CCCNC(=O)c2coc3nc4ccccc4nc23)C1` (stereo unspecified) gave QS inhibitor -2 and QS inhibitor GFP MFI % -2.
For CCn1c(=O)cc(SCC(=O)NCc2cccnc2)c2ccccc21 the results were QS inhibitor 0 and QS inhibitor GFP MFI % 22.
CCOC(=O)C(NC(=O)c1ccc(OC)cc1)(N1CCOCC1)C(F)(F)F (stereo unspecified) was read as QS inhibitor -2 and QS inhibitor GFP MFI % -1.
CCN(CCCNC(=O)c1c(C)cc(=O)oc1C)c1cccc(C)c1 was read as QS inhibitor 1 and QS inhibitor GFP MFI % -2.
For CNCCCC1c2ccccc2C=Cc2ccccc21 the results were QS inhibitor -1 and QS inhibitor GFP MFI % -16.
COc1ccccc1-n1c(=O)c2c3c(sc2n2c(SC(C)C)nnc12)CCC3 was read as QS inhibitor 7 and QS inhibitor GFP MFI % 18.
CCc1cc2c(=O)c(-c3cscn3)coc2cc1O was read as QS inhibitor 0 and QS inhibitor GFP MFI % 17.
For N#Cc1c(N)nc2c(c1-c1ccncc1)CCCCC2 the results were QS inhibitor -2 and QS inhibitor GFP MFI % -16.
Screening CC1Oc2ccccc2N(CC(=O)NCc2cccs2)C1=O (stereo unspecified) returned QS inhibitor 3 and QS inhibitor GFP MFI % 5.
For Cc1cccc(N=c2oc3cc(O)ccc3cc2C(N)=O)c1 the results were QS inhibitor 13 and QS inhibitor GFP MFI % 23.
O=C(NCc1cccnc1)C1CC(=O)N(C2CCCCC2)C1 (stereo unspecified) was read as QS inhibitor 1 and QS inhibitor GFP MFI % 3.
For CN(Cc1cccs1)CC(O)COCc1ccco1 (stereo unspecified) the results were QS inhibitor 0 and QS inhibitor GFP MFI % -2.

The closing two compounds of the section above open the next one:
O=C(NCc1cccnc1)C1CC(=O)N(C2CCCCC2)C1 (stereo unspecified) was read as QS inhibitor 1 and QS inhibitor GFP MFI % 3.
For CN(Cc1cccs1)CC(O)COCc1ccco1 (stereo unspecified) the results were QS inhibitor 0 and QS inhibitor GFP MFI % -2.
For Cc1cccc(Cn2cnc3c(nnn3Cc3ccc(Cl)cc3)c2=O)c1 the results were QS inhibitor 0 and QS inhibitor GFP MFI % -10.
CN(C)c1ccc(/C=C/c2ccncc2)cc1 was read as QS inhibitor 0 and QS inhibitor GFP MFI % -6.
For O=C(C1CCC(N2C(=O)C3CC=CCC3C2=O)CC1)N1CCCCC1 (stereo unspecified) the results were QS inhibitor 0 and QS inhibitor GFP MFI % 3.
COCCCn1c(=S)[nH]c2ncccc2c1=O was read as QS inhibitor -1 and QS inhibitor GFP MFI % 5.
Screening CN(C)c1ccc(C2N(C(=O)N3CCOCC3)CCN2S(=O)(=O)c2ccccc2)cc1 (stereo unspecified) returned QS inhibitor -1 and QS inhibitor GFP MFI % 1.
`O=C(NCCCN1CCN(c2ccccc2F)CC1)C1CCCN(S(=O)(=O)c2cnc[nH]2)C1` (stereo unspecified) gave QS inhibitor 5 and QS inhibitor GFP MFI % 19.
Screening Cc1coc2cc3oc(=O)c4c(c3cc12)CCC4 returned QS inhibitor -1 and QS inhibitor GFP MFI % 2.
Screening CCCCN(C)C(=O)Cn1cnc2sc(C)cc2c1=O returned QS inhibitor -5 and QS inhibitor GFP MFI % -8.
`CCOc1ccc(-n2c(SCC(=O)Nc3ccc4c(c3)OCCO4)nc3c(c2=O)SCC3)cc1` gave QS inhibitor 1 and QS inhibitor GFP MFI % 12.
`O=C(NCC(=O)N(CCc1ccccc1)C(C(=O)NC1CCCC1)c1cccnc1)c1ccco1` (stereo unspecified) gave QS inhibitor 8 and QS inhibitor GFP MFI % 28.
For O=C(NCCN1C(=O)C2C3C=CC(C3)C2C1=O)Nc1ccccc1 (stereo unspecified) the results were QS inhibitor 0 and QS inhibitor GFP MFI % 5.
`COCc1cc(C)nc2sc(C(=O)Nc3nccs3)c(N)c12` gave QS inhibitor 3 and QS inhibitor GFP MFI % 0.
Cc1cc(C)c2nc(C(F)(F)F)nc(NCCCN3CCCC3=O)c2c1 was read as QS inhibitor 3 and QS inhibitor GFP MFI % 18.
CCCS(=O)(=O)N1CCC(C(=O)N2CCCC2)CC1 was read as QS inhibitor 0 and QS inhibitor GFP MFI % 7.
